# CHOP UPR activ = activators of apoptotic arm of unfolded protein response (CHOP); CHO-CHOP luciferase reporter, UPR activation, luminescence; percent of tunicamycin response over DMSO baseline; activation, % at 10 µM; 330,000 compounds, 0.34% hits;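 active means at 10 µM dose, activation of 40% or more, normalized to positive control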;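 further: 100% = tunicamycin at 10 µg/mL and 0% = DMSO alone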
#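 Assay system: CHO cells with stable CHOP pathway luciferase reporter; Buffer or medium: F12 plus 10% serum; Times: 16-18 h cell attachment, then 6 h compound exposure, 37 °C; Signal: luciferase luminescence; Read-out basis: percent activation relative to tunicamycin control; Control set: tunicamycin high control, DMSO low control.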
# CXCR6 inh = inhibitors of human CXCR6 receptor; O00574; 360,000 compounds, 0.36% hits; CHO-K1 PathHunter CXCR6 beta-arrestin, luminescence; inhibition, % at 20 µM; in the data active means inhibition above about 34%, passing the limit was not always enough;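 further: antagonist mode with CXCL16 agonist at 10 nM final; 0% = 10 nM CXCL16 with DMSO and 100% = unstimulated wells without agonist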
# APJ antagonist = blocks the human apelin receptor APJ; P35414; CHO-K1 APJ beta-arrestin complementation, luminescence; inhibition, % at 20 µM; 330,000 compounds, 0.32% hits;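 active means inhibition above about 40% at 20 µM, limit read from the data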;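 further: cells challenged with 10 nM apelin-13 agonist together with compound; plate controls were apelin-13 plus DMSO wells for no effect and DMSO wells lacking apelin-13 for full effect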
# Target sequence (P35414 whole entry, looked up): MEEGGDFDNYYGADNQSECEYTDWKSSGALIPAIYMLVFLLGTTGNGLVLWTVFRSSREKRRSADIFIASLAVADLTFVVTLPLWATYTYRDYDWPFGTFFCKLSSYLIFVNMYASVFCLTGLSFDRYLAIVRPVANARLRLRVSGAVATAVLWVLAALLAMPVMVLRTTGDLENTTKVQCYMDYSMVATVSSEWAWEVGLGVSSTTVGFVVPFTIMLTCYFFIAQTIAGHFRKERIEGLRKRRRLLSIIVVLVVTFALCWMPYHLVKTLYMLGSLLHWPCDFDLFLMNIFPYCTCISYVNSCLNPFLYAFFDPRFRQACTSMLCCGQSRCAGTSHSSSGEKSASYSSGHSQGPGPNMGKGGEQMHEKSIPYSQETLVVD
# XBP1 UPR activ = activators of adaptive arm of unfolded protein response (XBP1). activation, % at 20 µM. 330,000 compounds, 0.33% hits. AID 463104. CHO-XBP1 luciferase reporter, IRE1-XBP1 UPR activation, luminescence; percent of tunicamycin response, DMSO as zero;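 active means versus positive control, 20 µM dose yields 30% or more activation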;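 further: 100% = tunicamycin at 10 µg/mL and 0% = DMSO only wells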
#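 Material: CHO cell line with stable XBP1 luciferase reporter; schedule: 16-18 h cell attachment at 37 °C, then 6 h compound exposure; signal: glow luminescence from Steady-Glo reagent; medium: serum-containing F12 medium, 10% FBS; benchmarks: tunicamycin 10 µg/mL and vehicle-only wells; read-out: percent activation relative to tunicamycin reference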
# EBI2 antag = blocks human EBI2 receptor beta-arrestin signaling; EBI2 beta-arrestin recruitment, luminescence, 7a,25-OHC stimulated; P32249; inhibition, % at 5 µM; 360,000 compounds, 0.81% hits; in the data active means inhibition above about 38%;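 further: enzyme fragment complementation signal reports receptor beta-arrestin coupling in cells; 0% = agonist plus DMSO wells and 100% = wells without agonist; some results beyond the cut were filed as inactive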
# Target sequence (P32249 whole entry, looked up, the tested form may be a part): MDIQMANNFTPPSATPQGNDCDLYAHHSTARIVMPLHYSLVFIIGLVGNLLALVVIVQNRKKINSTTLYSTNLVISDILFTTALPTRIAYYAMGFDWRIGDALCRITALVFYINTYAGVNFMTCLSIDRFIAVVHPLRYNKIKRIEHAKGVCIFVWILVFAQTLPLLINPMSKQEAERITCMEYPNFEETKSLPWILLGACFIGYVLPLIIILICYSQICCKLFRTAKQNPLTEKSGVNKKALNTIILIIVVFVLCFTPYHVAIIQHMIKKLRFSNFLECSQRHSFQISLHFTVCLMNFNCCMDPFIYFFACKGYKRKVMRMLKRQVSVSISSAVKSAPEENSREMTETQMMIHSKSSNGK
# APJ agonist = activates the human apelin receptor APJ | P35414 | CHO-K1 APJ PathHunter beta-arrestin, luminescence; 0% DMSO wells, 100% apelin | activation, % at 20 µM | 330,000 compounds, 0.11% hits;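 active means activation more than six SD over the plate average, tested at 20 µM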;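 further: 0% = DMSO alone and 100% = apelin-13 at 10 nM; some results filed as inactive read as strong as hits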
#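 Material: CHO-K1 APJ beta-arrestin complementation cell line; Input: cell density 1000 per well; Incubation: compound stimulation 90 min at 25 °C, detection 60 min; Signal: luminescence from split beta-galactosidase complementation, Galacton Star/Emerald II substrate; Controls: DMSO-only wells as negative, 10 nM Apelin-13 as positive control.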
# CCR6 antagonist = antagonists of human CCR6 receptor; AID 493098; P51684; 340,000 compounds, 0.49% hits; CHO-K1 CCR6 PathHunter beta-arrestin, luminescence, CCL20-stimulated; inhibition, % at 20 µM;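 active means compounds whose inhibition of the agonist-driven luminescence signal at 20 µM reaches about 50%, limit read from the data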;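 further: cells stimulated with CCL20 at 14 nM final; plate controls were DMSO with CCL20 for no effect and DMSO without agonist for full effect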
# Target sequence (P51684 whole entry, looked up): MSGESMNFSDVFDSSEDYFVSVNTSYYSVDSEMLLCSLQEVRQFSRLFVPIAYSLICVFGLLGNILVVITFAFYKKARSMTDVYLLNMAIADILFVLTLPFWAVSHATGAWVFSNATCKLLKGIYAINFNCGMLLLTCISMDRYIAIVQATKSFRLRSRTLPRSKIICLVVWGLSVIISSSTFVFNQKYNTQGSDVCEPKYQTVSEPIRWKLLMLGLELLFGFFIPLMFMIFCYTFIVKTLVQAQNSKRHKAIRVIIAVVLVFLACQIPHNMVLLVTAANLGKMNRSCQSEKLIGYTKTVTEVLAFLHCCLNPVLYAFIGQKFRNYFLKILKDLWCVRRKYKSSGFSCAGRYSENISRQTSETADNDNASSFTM
# Mdm2 MdmX PPI = human Mdm2/MdmX binding inhibition | AID 485346 | inhibition, % at 8 µM | SaOS-2 split-luciferase Mdm2/MdmX complementation, luminescence | 330,000 compounds, 3% hits;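 active means inhibition of at least 50% at 8 µM in the primary screen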
# tim23-1 inh = inhibits growth of tim23-1 mutant yeast; S. cerevisiae tim23-1 growth, BacTiter-Glo luminescence, 24 h; inhibition, % at 20 µM; 330,000 compounds, 1.3% hits; AID 463212;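 active means growth inhibition of the mutant yeast at or above 50%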;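 further: temperature-sensitive mutant grown at 25 °C; plate controls were DMSO-treated mutant yeast for no effect and medium wells lacking yeast for full effect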
# * marks the source's active call; other numbers are inactive results; x = not tested or not shown.
smiles	APJ agonist	Mdm2 MdmX PPI	CXCR6 inh	APJ antagonist	CHOP UPR activ	XBP1 UPR activ	tim23-1 inh	EBI2 antag	CCR6 antagonist
Cc1ccc(C(C(=O)NC2CCCC2)N(C(=O)c2csnn2)c2ccccc2)o1 (configuration not stated)	0	-6	-4	17	-0.6	-2	10	-5	16
Cc1c(CCC(=O)O)c(=O)oc2cc(OCc3cccc(Cl)c3)ccc12	0	0	-2	3	1.3	-2	-3	6	3
Cc1cc(Oc2ccc(=O)n(C)n2)nc(=S)[nH]1	-6	3	x	4	-1.9	2	1	x	x
Cc1onc(-c2ccccc2)c1C(=O)NNC(=S)NC(=O)/C=C/c1ccccc1	-1	28	24	23	2.1	-1	31	12	44
Cc1cc(C)nc(N(C#N)S(=O)(=O)c2ccccc2Cl)n1	-1	7	-5	-6	-2.3	-1	14	1	6
COc1ccc(OC)c(NC(=O)CSc2nnc(C3CCCCC3)n2-c2ccccc2)c1	-3	49	9	3	2.1	-2	-4	27	5
CN1CCc2c(sc(/N=C/c3ccco3)c2C(N)=O)C1	4	-19	0	-3	-1.1	-1	14	-3	-7
Cc1cccc(-c2ocnc2C(=O)Nc2ccccc2C(=O)N2CCCC2)c1	-2	30	-5	-1	1.2	-1	35	-2	10
COc1ccc(S(=O)(=O)N(CC(=O)NCc2cccnc2)C2CCCCC2)cc1OC	-1	-34	-8	-7	1.8	-1	15	0	11
Cc1c(-c2ccccc2)nc2ccccc2c1C(=O)Nc1ccncc1	7	27	-7	-4	0.5	-4	-6	-25	-11
O=c1cc(CSc2ccc(Cl)cc2)nc(N2CCCCC2)[nH]1	-1	15	1	12	1.0	0	-12	10	16
O=C(O)/C=C\C(=O)Nc1ccc(N2CCN(c3ccc(F)cc3)CC2)cc1	-1	-28	-4	-14	0.0	1	-3	-12	16

# (next part)
smiles	APJ agonist	Mdm2 MdmX PPI	CXCR6 inh	APJ antagonist	CHOP UPR activ	XBP1 UPR activ	tim23-1 inh	EBI2 antag	CCR6 antagonist
COc1ccccc1CN(C)C(=O)c1cccc(S(=O)(=O)N2CCCc3ccccc32)c1	-2	-7	8	-3	-0.4	-3	41	13	25
O=C(CSc1ccc(-c2cccs2)nn1)Nc1ccccc1F	6	-2	-3	-15	-0.3	3	29	-1	-17
CC1CCCCN1C(=O)Cc1ccc(F)cc1 (configuration not stated)	-1	-27	1	-2	0.8	3	16	-1	14
CC(=O)c1c(N)c(C#N)c(C)n1-c1ccc(Br)cc1	-3	11	6	-5	-0.6	4	10	-3	4
O=C(NCC1CCCO1)c1cc(-c2ccccc2)nc2ccccc12 (configuration not stated)	-3	0	1	-2	-0.2	1	1	-10	-8
Oc1ccc(C=NC2CCCCC2)cc1	-1	-9	0	7	0.3	-2	15	-5	9
CCN1CCN(c2ncc(C(=O)Nc3ccccc3C(=O)OC)c3ccccc23)CC1	4	49	4	-5	1.9	1	5	1	18
Cn1c(SCC(=O)C(C)(C)C)nnc1-c1cccnc1	-5	-16	-6	15	-0.1	-1	-5	-6	24
COc1ccc(S(=O)(=O)N2CCCCCC2)cc1C(=O)NCc1ccccc1Cl	1	7	8	-5	2.6	-1	15	19	27
O=C(O)CCN1C(=O)c2ccc(NC(=O)COc3ccccc3)cc2C1=O	1	20	-2	0	-0.9	0	4	2	5
CC[C@]12c3[nH]c4cc(CCC(=O)N(C)C)ccc4c3CCN1C(=O)[C@@H](CC(=O)NCCCOC)C[C@@H]2C(=O)N1CCN(C(=O)C2CC2)CC1	x	-2	-10	x	2.7	0	19	-8	2
COC(=O)[C@@]1(C)[C@H]2C(=O)N(Cc3ccccc3)C(=O)[C@H]2[C@H]2CN=C(SCc3ccc(C#N)cc3)N21	x	71*	2	x	5.6	0	44	1	12

# (list continues)
smiles	APJ agonist	Mdm2 MdmX PPI	CXCR6 inh	APJ antagonist	CHOP UPR activ	XBP1 UPR activ	tim23-1 inh	EBI2 antag	CCR6 antagonist
Cc1ccc(C)c(N2CCN(C(=O)c3ccc4nc(-c5ccco5)c(-c5ccco5)nc4c3)CC2)c1	1	0	12	2	0.5	-3	2	44*	9
Cc1nc(C)c(C(=O)NNC(=O)c2ccc(Br)cc2)s1	-3	8	-2	5	-0.9	0	5	-6	-8
CCc1ccccc1N(CC(=O)NCCSCc1ccco1)S(C)(=O)=O	-3	18	1	18	-0.5	2	3	-3	1
CC(C)CCNC(=O)COc1cccc2c1OC(C)(C)C2	0	-17	6	10	-0.7	1	15	10	7
Cc1cc(OCC(=O)C(C)(C)C)c2c(-c3ccccc3)cc(=O)oc2c1	-2	-21	4	9	-0.2	-6	27	10	16
O=S(=O)(c1ccccc1)c1cnc2ccccc2c1	-1	9	3	28	-2.4	-1	10	2	0
CC(C)Sc1nnc(Cn2c(=O)sc3ccccc32)n1-c1ccccc1	-4	-42	-5	12	-0.7	2	18	3	-12
Cc1ccccc1OCCCN1CCCC1	0	6	3	13	-2.2	4	4	-3	9
CN(CC1COc2ccccc2O1)C(=O)c1ccc(N(C)C)cc1 (configuration not stated)	-1	-17	-6	1	4.2	-2	32	2	9
CNC(=O)c1ccc(NC(=O)CCNC(=O)Nc2ccccc2)cc1	-5	17	-10	0	-1.0	4	3	-1	-7
Cc1c(C(=O)N2CCC[C@H]2C(N)=O)oc2c(F)cccc12	-2	2	-5	-12	4.0	-3	-9	-13	1
Clc1cccc(Cl)c1C[n+]1cccc2ccccc21	-5	14	-17	7	-2.5	-3	11	-3	-2

# More compounds.
smiles	APJ agonist	Mdm2 MdmX PPI	CXCR6 inh	APJ antagonist	CHOP UPR activ	XBP1 UPR activ	tim23-1 inh	EBI2 antag	CCR6 antagonist
Cc1cccc(-c2nnc3sc(-c4ccccc4)nn23)c1	0	6	17	-13	4.9	4	2	21	6
COc1ccc(-c2n[nH]c(=S)n2/N=C/c2cccn2C)cc1	0	2	-4	1	-1.3	-2	0	-4	0
CC(C)NCC(=O)NC12CC3CC(CC(C3)C1)C2	-4	13	2	-18	-1.7	-2	5	5	6
CCn1nc(C)c(/C=N/NC(=O)Cn2cncn2)c1C	-4	13	-1	5	1.3	-2	5	0	4
O=C(CN1CCN(S(=O)(=O)c2ccc(Br)cc2)CC1)Nc1ccc2c(c1)OCO2	-4	16	62*	-19	-0.6	-2	14	9	8
Cn1ncc2c(NCc3ccccc3)nc(NCCCO)nc21	-1	-8	3	-6	2.5	0	12	-3	1
Cc1ccccc1NC(=O)c1ccc(COc2ccc3c(C)cc(=O)oc3c2)cc1	1	17	-2	-16	1.1	1	-15	14	-14
COC(=O)CCSCC(=O)N1N=C(c2ccc(OC)cc2)CC1c1cccc(OC)c1OC (configuration not stated)	-4	16	0	-2	-1.0	-3	37	15	15
Cc1ccc(-c2nc3nc4ccccc4nc3n2Cc2ccco2)cc1	0	-102	15	10	3.0	-5	-7	10	25
CCc1ccccc1NC(=O)CC1SCCNC1=O (configuration not stated)	-2	9	-3	0	-1.6	-2	8	-4	2
Cc1ccc(C(=O)/C=C/Nc2ccc(S(=O)(=O)Nc3cc(C)nc(C)n3)cc2)cc1	5	11	-10	4	0.8	-3	2	-3	8
CC(NC(=O)CCC1COc2ccccc2O1)c1ccccc1 (configuration not stated)	0	-21	1	23	0.1	-1	14	-6	-2

# (further entries)
smiles	APJ agonist	Mdm2 MdmX PPI	CXCR6 inh	APJ antagonist	CHOP UPR activ	XBP1 UPR activ	tim23-1 inh	EBI2 antag	CCR6 antagonist
Cc1nnc(NC(=O)c2ccc3c(c2)C(=O)N(CC2CCCO2)C3=O)s1 (configuration not stated)	3	4	-1	13	5.3	4	3	1	12
Cc1ccc(C(C)CCN2CCC(n3nccc3NC(=O)c3ccccc3)CC2)o1 (configuration not stated)	-2	13	8	7	1.2	-7	-14	8	18
CCn1c(=O)c(C(=O)NNC(=O)c2cccc(Cl)c2)c(O)c2ccccc21	-3	23	10	26	1.3	-6	11	9	2
CCn1c(C)nc2cc(C(=O)OC(C(F)(F)C(F)F)C(F)(F)C(F)F)ccc21	8	-12	-13	0	12	4	33	-22	8
C#CCOCCOCCOCCNc1nc(N2CCN(C(=O)[C@H](CCC(=O)O)n3cc(C(N)[C@H](C)CC)nn3)CC2)nc(N2CCN(C(=O)[C@H](CCC(=O)O)n3cc(C(N)[C@H](C)CC)nn3)CC2)n1 (some centres not stated)	-4	17	0	-16	0.8	0	-2	3	23
N=c1n(CCCOc2ccc(F)cc2)c2ccccc2n1CC(N)=O	-5	27	6	-8	-0.3	1	3	-4	-7
CC1CCC(NC(=O)C2(C)CCC(=O)N2Cc2cccnc2)CC1 (configuration not stated)	-1	25	8	-39	2.5	-6	-11	-3	9
CCC(C)NC(=O)C1CC(c2ccc(OC)cc2)=NO1 (configuration not stated)	-1	5	2	-7	2.8	0	7	3	11
CCOc1ccc(OCC)c(NC(=O)CC2Oc3ccccc3NC2=O)c1 (configuration not stated)	-2	15	4	-1	1.9	-1	17	1	4
COCCNC(=O)c1ccccc1NS(=O)(=O)c1ccc(C)c([N+](=O)[O-])c1	-5	7	-4	-11	1.8	-2	10	0	20
CCCNCc1cc(Cl)c(OCC)c(Cl)c1	-3	8	8	-7	-1.9	-1	7	1	-3
Cc1cc(C(=O)CSc2nnc(-c3cccnc3)n2-c2ccccc2)c(C)n1CC1CCCO1 (configuration not stated)	1	-3	-4	13	2.2	-3	26	4	4

# Remaining list, next part:
smiles	APJ agonist	Mdm2 MdmX PPI	CXCR6 inh	APJ antagonist	CHOP UPR activ	XBP1 UPR activ	tim23-1 inh	EBI2 antag	CCR6 antagonist
O=c1[nH][nH]c(C(F)(F)F)c1C=Nc1ccccc1Cl	-2	6	5	0	-0.4	2	-6	-19	6
CCC(=O)N1CCN(c2ccccc2NC(=O)c2cccc(C)c2)CC1	-2	-3	9	22	-0.8	-4	-12	5	5
COC(=O)c1cnn2c(C)c(Cc3cccc(F)c3)c(C)nc12	-1	17	1	0	-2.9	-1	7	0	-1
Cc1ccc2nc(NC(=O)CS(=O)(=O)Cc3ccccc3)sc2c1	-4	-25	-3	6	0.6	4	-18	0	0
COc1ccccc1N(Cc1cc2cccc(C)c2[nH]c1=O)C(=O)C(C)C	-2	-11	0	13	-0.2	4	21	-5	17
Fc1ccc(-c2noc(C3CCN(Cc4cccnc4)CC3)n2)cc1	-2	2	-1	15	1.5	1	11	-23	8
C#CCNC(=O)c1ccc(OCc2ccccc2)cc1Cl	-1	22	6	7	0.2	2	14	-6	-4
Cc1ccc(-c2cc(C(=O)NC3CCCCC3)no2)cc1	-1	-53	3	0	5.3	3	2	9	15
CC1(/[N+]([O-])=C/c2ccc(F)cc2)CCCCC1=O (configuration not stated)	-2	-17	0	7	0.9	-2	-5	-3	3
COc1ccccc1NC(=O)NCc1ccc(C)n1C	-2	-12	4	5	0.3	7	13	0	2
Cc1ccc(C(CC(=O)NCc2ccco2)c2ccc(OC(C)C)cc2)cc1 (configuration not stated)	2	1	9	0	0.0	-4	17	18	16
COc1nc(N)nc(N2CCOCC2)n1	-2	6	-2	-8	2.9	0	8	-14	-3

# Source: PubChem

# Some of the compounds tested; count on the stated rates, not on these rows.
